Screens (PubChem BioAssay)
sEH act – activators of human soluble epoxide hydrolase; P34913; purified human sEH enzymatic activity, activator screen; activation, % at 2 µM; 91,000 compounds, 0.04% hits; AID 717; in the data active = activation above about 37%; also: values of inactives mirror those of a sister screen read the other way
Target sequence (P34913 whole entry, looked up): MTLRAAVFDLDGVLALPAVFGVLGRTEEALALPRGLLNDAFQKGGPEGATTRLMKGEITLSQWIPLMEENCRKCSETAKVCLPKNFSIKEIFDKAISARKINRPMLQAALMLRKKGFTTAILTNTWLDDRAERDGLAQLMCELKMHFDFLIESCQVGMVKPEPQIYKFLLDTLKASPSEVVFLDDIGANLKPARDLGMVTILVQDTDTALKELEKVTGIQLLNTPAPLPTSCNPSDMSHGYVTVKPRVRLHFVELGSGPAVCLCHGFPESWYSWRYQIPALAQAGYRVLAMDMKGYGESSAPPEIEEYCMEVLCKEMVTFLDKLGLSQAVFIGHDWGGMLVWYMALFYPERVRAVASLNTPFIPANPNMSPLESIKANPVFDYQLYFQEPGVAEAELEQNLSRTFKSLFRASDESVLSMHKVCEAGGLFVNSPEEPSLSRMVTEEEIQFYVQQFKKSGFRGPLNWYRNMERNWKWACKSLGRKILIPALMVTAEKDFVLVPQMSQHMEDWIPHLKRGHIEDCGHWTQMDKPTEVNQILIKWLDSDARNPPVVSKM
* = called active by the depositor. Some of the compounds tested; count on the stated rates, not on these rows.

sEH act,compound
8.4,O=C(Nc1ccccc1C(F)(F)F)N1CCC(n2c(=O)[nH]c3ccccc32)CC1
8.1,CC(C)[C@@H]1CC[C@@H](C)c2c(-c3ccccc3)n[nH]c21
-11.8,CCCOC(=O)c1ccc(NC(=O)CCOc2ccccc2)cc1
13.9,CC1Cc2ccccc2N1C(=O)CSc1nc(N)cc(=O)[nH]1 (configuration not stated)
-10.2,CCNC(=S)NNC(=O)c1cc(-c2cc(C)ccc2C)nc2ccccc12
-6.8,CCCCn1nc2cc(C(=O)NC[C@@H]3CCCO3)ccc2c1OCC
-11.8,Cc1cccc(NC(=O)CCCN2C(=O)c3cccc4cccc(c34)C2=O)c1
20.2,CCCc1cc2c(cc1NC(=O)c1ccccc1C)OCO2
-3.5,CCc1ccc(N(C(=O)CNC(=O)c2cccs2)C(C(=O)NC(C)(C)C)c2cc(OC)c(OC)c(OC)c2)cc1 (configuration not stated)
-1.0,O=C(Nc1nnc(-c2ccccc2SCc2ccccc2)s1)Nc1ccccc1F
0.5,COc1ccc(C(=O)NCc2ccccc2)cc1S(=O)(=O)N1CCCc2ccccc21
-14.8,O=C1NC(=Nc2ccccc2)S/C1=C\c1cccn1-c1ccccc1

Reprinted from the part before: seven entries; new compounds follow.
sEH act,compound
-6.8,CCCCn1nc2cc(C(=O)NC[C@@H]3CCCO3)ccc2c1OCC
-11.8,Cc1cccc(NC(=O)CCCN2C(=O)c3cccc4cccc(c34)C2=O)c1
20.2,CCCc1cc2c(cc1NC(=O)c1ccccc1C)OCO2
-3.5,CCc1ccc(N(C(=O)CNC(=O)c2cccs2)C(C(=O)NC(C)(C)C)c2cc(OC)c(OC)c(OC)c2)cc1 (configuration not stated)
-1.0,O=C(Nc1nnc(-c2ccccc2SCc2ccccc2)s1)Nc1ccccc1F
0.5,COc1ccc(C(=O)NCc2ccccc2)cc1S(=O)(=O)N1CCCc2ccccc21
-14.8,O=C1NC(=Nc2ccccc2)S/C1=C\c1cccn1-c1ccccc1
-22.3,COc1cc([N+](=O)[O-])ccc1NC(=O)CCCOc1ccccc1
-11.6,COc1cc(NC(=S)NC(C)=O)ccc1NC(=O)C(C)C
-19.1,COc1ccc(N2C(=O)c3ccccc3NC2c2ccc(OC)c(CSc3ccccn3)c2)cc1 (configuration not stated)
-16.1,CC(=O)Nc1ccc(OC(=O)c2cc([N+](=O)[O-])ccc2Cl)cc1
5.4,O=C(CSc1ncccn1)Nc1ccc(N2CCOCC2)cc1
-6.4,CCc1ccc(-c2cc(C(=O)Nc3c(C)n(C)n(-c4ccccc4)c3=O)c3ccccc3n2)s1
3.4,CCOC(=O)C(CC)(CC)C(=O)/C=C/c1cccc(Br)c1
7.7,Cc1cc(Cl)ccc1NC(=O)CN1CCC(C(O)(c2ccccc2)c2ccccc2)CC1
0.4,O=C(Nc1ccc(N2CCCCC2)c(Cl)c1)c1ccc(N2CCOCC2)c([N+](=O)[O-])c1
-57.6,Clc1cccc(Cl)c1CON/C=N/c1ncnc2sccc12
-6.6,CCCCCCCCOC1OC(CO)C(O)C(O)C1NC(C)=O (configuration not stated)
-0.5,Nc1c(N=Nc2cccc(Cl)c2)c(=O)[nH]n1-c1ccccc1
1.2,O=C(NNC(=O)C1CCCO1)c1ccc(Cl)cc1 (configuration not stated)
7.0,CCOc1ccccc1NC(=O)c1ccc(Cl)c(NC(=O)CC(c2ccccc2)c2ccccc2)c1
4.6,O=[N+]([O-])c1c(C(Cl)Cl)nn(-c2ccccc2)c1N1CCCC1
-83.0,CCC(CC)NC(=O)COC(=O)c1ccc(OCC(=O)Nc2ccccc2OC)c(OC)c1
10.7,CC(=O)c1cccc(NC(=S)NC(=O)CC(C)C)c1
7.6,CCOC(=O)N1CCN(c2nc3ccccc3nc2C(C#N)C(=O)NCCc2ccccc2)CC1 (configuration not stated)
-15.4,CC1CCN(S(=O)(=O)c2ccc(N/N=C(/C#N)C(N)=O)cc2)CC1
-12.0,O=[N+]([O-])c1cc2c(c(CSc3nnc(Nc4ccccc4)s3)c1)OCOC2
3.7,NC(=O)/C(=C/c1ccco1)NC(=O)/C=C/c1ccccc1
-8.0,Cc1cccc(N2C(=O)CC(SC(=Nc3ccccc3)Nc3ccccc3)C2=O)c1 (configuration not stated)
-6.9,Cc1cc(C(=O)NNC(=S)NCC(C)C)no1
-11.9,CCOC(=O)CSc1nc2c(c(-c3ccc(C)o3)c1C#N)CCCC2
2.6,Cc1cc(C)nc(SCC(=O)N/N=C\c2sccc2C)n1
-11.7,CC(/C=C/c1ccccc1)=N\NC(=O)c1ccncc1
8.2,Cc1ccc(C(=O)c2c(NC(=O)c3ccccc3C)sc(C)c2C)cc1
-9.6,O=C(CCC(=O)OCc1cccc(C(=O)Oc2ccccc2)c1)Nc1cccc2ccccc12
10.6,Cc1ccc(-c2nc(CCN3C(=O)c4ccccc4C3=O)cs2)cc1
-5.3,CC(C)NC(=O)C12CC3CC(C1)CC(n1cnc(Cl)n1)(C3)C2
-2.2,CCOc1ccc(NC(=O)Cn2nc(-c3ccccc3Cl)n(CC)c2=S)cc1
3.2,Cc1ccc(C(=O)C[n+]2cc(-c3ccc(C)cc3)n3c2CCCCC3)cc1
-48.8,C/C(CCc1ccc2c(c1)OCO2)=N\N=C1\NC(=O)CC(C(=O)Nc2ccc(Cl)cc2)S1 (configuration not stated)
-4.1,O=C(Nc1cc(Cl)cc(Cl)c1)C1CCC(=O)N1Cc1ccccc1Cl (configuration not stated)
-8.0,C/C(Cl)=C/Cc1c(C)[nH]c2ccc(C)cc2c1=O
0.9,CCCOc1ccc(CSc2nc3ccccc3[nH]2)cc1
-8.8,CCOc1ccc(S(=O)(=O)NCc2ccco2)cc1
-2.5,C/C(=C\C(=O)c1ccccc1)NCc1ccc(F)cc1
3.1,c1ccc(-c2ccnc3nc(-n4cccc4)nn23)cc1
-0.9,O=C(/C=C/Nc1ccc(OC(F)(F)F)cc1)C(F)(F)F
19.3,Clc1ccc(Sc2cc(N3CCOCC3)nc(-c3ccccc3)n2)cc1
1.1,CS(=O)(=O)N(CCc1ccccc1)CC(=O)Nc1ccc(OCc2ccccc2)cc1
21.4,COc1nc(N(C)C)nc(-n2nnc(C(C)=O)c2C)n1
7.0,Cc1nn(CC(=O)NNC(=S)Nc2ccccc2)c(C)c1[N+](=O)[O-]
-62.7,O=C(NCCC1=CCCCC1)C1CCN(C(=O)c2ccc(Cl)cc2)CC1
8.7,COc1ccc(CN(CCC#N)C(=S)NC(=O)c2ccccc2)cc1
-12.4,COc1cc(NC(=O)COC(=O)/C=C/c2c(C)nn(C3CCS(=O)(=O)C3)c2Cl)cc(OC)c1OC (configuration not stated)
0.3,C[n+]1c2n(c3ccccc31)N=C(c1ccc(Cl)cc1)CS2

Pulled by compound from the entries so far (2):
sEH act,compound
7.0,Cc1nn(CC(=O)NNC(=S)Nc2ccccc2)c(C)c1[N+](=O)[O-]
-62.7,O=C(NCCC1=CCCCC1)C1CCN(C(=O)c2ccc(Cl)cc2)CC1

Following part.
sEH act,compound
0.6,CNc1nc(Sc2ccc(C)cc2)cc(C(F)(F)F)n1
5.5,Cc1nc2c(C)cccc2cc1C(=O)N/N=C/c1ccc(N(C)C)cc1
10.2,CCc1nc2c(c(=O)[nH]1)C1(CCCC1)Cc1ccccc1-2
-6.6,Cc1ccc(Oc2ncccc2/C=N/O)cc1
-10.1,N#CC1=C(S)N=C(N)C(c2nc(-c3ccccc3)cs2)C12CCCC2 (configuration not stated)
5.5,COc1ccc(NC(=S)NNC(=O)C(C)n2nc(C)c([N+](=O)[O-])c2C)cc1 (configuration not stated)
2.8,CCN(CC)S(=O)(=O)c1ccc(C(=O)NC2=C(C(=O)OC)SCC2)cc1
5.4,CCOc1cccc(Oc2ncccc2C(=O)/C(C#N)=C/N(C)C)c1
-2.3,CC(=O)N1CCN(C(=O)CCc2nc3ccccc3c(=O)[nH]2)CC1
-2.5,N/C(COc1cccc(Cl)c1)=N\NS(=O)(=O)c1ccccc1
11.1,O=C(Nc1ccc(/C=C/c2nc3ccccc3o2)cc1)c1c(F)cccc1F
-2.5,Cc1cccc(SCc2noc(C(=O)NCC3CCCO3)c2C(=O)O)c1 (configuration not stated)

By substructure, the entries above containing a thiophene ring, fused or not (five)
sEH act,compound
-3.5,CCc1ccc(N(C(=O)CNC(=O)c2cccs2)C(C(=O)NC(C)(C)C)c2cc(OC)c(OC)c(OC)c2)cc1 (configuration not stated)
-6.4,CCc1ccc(-c2cc(C(=O)Nc3c(C)n(C)n(-c4ccccc4)c3=O)c3ccccc3n2)s1
-57.6,Clc1cccc(Cl)c1CON/C=N/c1ncnc2sccc12
2.6,Cc1cc(C)nc(SCC(=O)N/N=C\c2sccc2C)n1
8.2,Cc1ccc(C(=O)c2c(NC(=O)c3ccccc3C)sc(C)c2C)cc1

The results go on.
sEH act,compound
-17.4,O=C(NC1CCS(=O)(=O)C1)C12CC3CC(CC(C3)C1)C2 (configuration not stated)
-4.6,Cc1cccc(/C=N\Nc2cn[nH]c(=O)c2Cl)c1
-3.3,Cc1ccc(N/C(N)=N/c2nc3c(c(=O)[nH]2)CCCC3)c(C)c1
-0.9,COc1ccc(/C=C/C(=O)c2ccccc2O)cc1CN1CCOCC1
-3.1,COc1ccc(OC)c(N(CC(=O)NCc2ccccn2)S(C)(=O)=O)c1
7.0,COc1ccc(C2=Nn3c(nnc3-c3ccncc3)SC2)cc1OC
-4.4,COc1ccc2nc(C)cc(SCC(=O)Nc3c(C)cc(C)cc3C)c2c1
-3.6,O=C(c1cc(C2CC2)on1)N1CCN(c2ccc(F)cc2)CC1
5.8,CCCNC(=S)NC1CCCC1
-13.3,COc1ccc(CCNC(=O)c2ccc(Cl)cc2)cc1
-0.5,CC(C)(C)c1ccccc1N=Cc1ccc2ccccc2n1
1.0,O=C(CSc1nc2nc(-c3cccs3)cc(C(F)(F)F)c2c(=O)[nH]1)NCc1ccco1
7.5,CCN(CC)S(=O)(=O)c1cccc(C(=O)N[C@H](C(=O)NCc2ccc(Cl)cc2)C(C)C)c1
-5.6,O=C(CSc1cccs1)Nc1ccc2ccccc2c1
11.6,CC(=O)NCC(=O)OCC(=O)c1ccccc1
14.0,Cc1coc2c1c(C)cc1oc(=O)c(Cc3ccccc3)c(C)c12
-2.5,Cc1ccc(-n2nc(C(=O)N3CCOCC3)cc2-c2ccc(Cl)cc2)cc1
7.9,CN1C(=O)/C(=N/OC(=O)c2ccccc2)c2ccccc21
7.5,O=C(CCc1nc2ccccc2[nH]c1=O)OCC(=O)c1cccc2ccccc12
4.8,COC(=O)CNC(=O)c1ccc(C)s1
-6.6,COc1ccc(/C=C/C(=O)Nc2nc(C)cc(C)n2)cc1OC
-8.0,COc1cc(SC)ccc1C(=O)N(C)Cc1ccccc1
-4.1,CSc1nc(Cl)cc(N(CCO)CCO)n1
-6.6,Cc1ccc(-c2ccc(/C=N/NC(=O)CN3CCCC3)o2)cc1Cl
-4.4,O=C(c1ccc(Cl)cc1)c1oc2ccccc2c1CS(=O)(=O)c1ccccc1
3.4,O=S(=O)(/C=C/c1ccccc1)NCCc1ccccn1
-2.2,CCOC(=O)/C(C#N)=C1/C=C(C)NC(c2ccccc2O)=N1
-5.8,CC(C)[C@H](NC(=O)c1ccccc1)C(=O)OCC(=O)N1CCc2ccccc2C1
2.1,COc1ccc(OC)c(C2C(C(N)=O)=C(C)Nc3nc(CCCO)nn32)c1 (configuration not stated)
7.3,O=C1OCc2cccc3cccc1c23
-5.2,Cc1ccc(NC(=O)CCC(=O)NNC(=O)c2ccco2)cc1C
-19.8,COc1cccc(C(=O)NC2CCN(C(=O)N3c4ccccc4Sc4ccccc43)CC2)c1
6.5,O=c1/c(=C/c2cn(-c3ccccc3)nc2-c2ccc(F)cc2)sc2nc3ccccc3n12
-1.5,CCN1CCn2c3c(c4cc(Br)ccc42)CCCC31 (configuration not stated)
-1.9,Cc1ccc(C)c(Oc2coc3cc(OC(=O)c4cccs4)ccc3c2=O)c1
-0.2,Cc1ccc(C)c(NC(=S)NC(NC(=O)/C=C/c2ccccc2)C(Cl)(Cl)Cl)c1 (configuration not stated)

Individual results from the results shown.
In sEH act, `O=S(=O)(/C=C/c1ccccc1)NCCc1ccccn1` shows 3.4
In sEH act, `O=C1OCc2cccc3cccc1c23` shows 7.3
In sEH act, `CC(C)[C@H](NC(=O)c1ccccc1)C(=O)OCC(=O)N1CCc2ccccc2C1` shows -5.8
In sEH act, `COc1ccc(OC)c(C2C(C(N)=O)=C(C)Nc3nc(CCCO)nn32)c1` (configuration not stated) shows 2.1

Other structures follow:
sEH act,compound
-15.8,Clc1ccc(CO/N=C/c2c(-c3ccccc3)nc3n2CCS3)c(Cl)c1
-7.9,CCO/N=C(/c1nonc1N)N1CCN(c2ccc([N+](=O)[O-])cc2)CC1
1.1,CC(=NC1CC1)c1c(-c2ccccc2)[nH]n(-c2nc3ccccc3s2)c1=O
8.1,CCCn1c(SCC(=O)c2cc(OC)ccc2OC)nc2c1c(=O)n(C)c(=O)n2C
